Screening results deposited in PubChem BioAssay by MTDP.
RNase H inhibition: RNase H inhibition, HIV 1 Gag Pol polyprotein, FRET biochemical assay, screening (AID 372); HIV-1 RT RNase H, FRET RNA/DNA substrate fluorescence; higher % means a stronger effect; inhibition, % at 10 µM; hits with a dose series show IC50 in µM; 100,000 compounds, 0.77% hits; in the data active = inhibition above about 50%
* marks the source's active call; other numbers are inactive results. Some of the compounds tested; count on the stated rates, not on these rows.

smiles | RNase H inhibition
Cc1cccc(C(=O)Nc2ccc(OC(F)(F)F)cc2)c1 | 0.0%
CC(C)(Oc1ccc(-c2ccco2)cc1)C(=O)O | 0.0%
COc1ccc(C(=O)/C=C2\NCCNC2=O)cc1 | 1.0%
CCOC(=O)c1ccc(NC(=O)C(C)CC)cc1 (stereo unspecified) | 4.0%
CC1=NN(C(=O)OC(C)(C)C)C(O)(c2ccncc2)C1 (stereo unspecified) | 0.0%
O=C(CNc1cccc2ccccc12)N/N=C/c1cn(Cc2ccccc2)c2ccccc12 | 0.0%
CCOC(=O)C1=C(C)OC(N)=C(C(=O)OCC)C1c1ccccc1[N+](=O)[O-] (stereo unspecified) | 21.0%
CCCCC1(O)CC(c2ccc(OC)cc2)NC(c2ccc(OC)cc2)C1C (stereo unspecified) | 0.0%
COc1ccc(/C=C2\C(=O)NC(=O)N(c3cccc(C)c3)C2=O)c(C)c1 | 15.0%
CSc1nnc2c(n1)OC(c1ccc(-c3ccccc3Cl)o1)N(C(C)=O)c1ccccc1-2 (stereo unspecified) | 7.0%
C=CCN1C(=O)/C(=C\c2cccc(OCc3cccc4ccccc34)c2)SC1=S | 10.0%
O=C1N/C(=N\Nc2ccccc2)S/C1=C\c1ccc(Cl)cc1Cl | 21.0%
O=c1oc(-c2ccncc2)nc2sc3c(c12)CCCCC3 | 8.0%
COc1cccc(/C=N/NC(=O)c2c[nH]c3ccccc23)c1O | 16.0%
Cc1ccc(CN2CCN(/N=C/c3cc([N+](=O)[O-])ccc3Cl)CC2)cc1 | 18.0%
CCN(CC)c1ccc(/C=N/Nc2ccc([N+](=O)[O-])cc2)cc1 | 32.0%
O=C(COc1ccc2ccccc2c1)Nc1ccc2nn(-c3ccccc3)nc2c1 | 32.0%
O=C(Nc1ccc(F)cc1)c1ccccc1C(F)(F)F | 9.0%
CC(Oc1ccc(/C=C2\C(=O)NC(=O)N(c3cccc(Cl)c3)C2=O)cc1)C(=O)O (stereo unspecified) | 6.0%
CN(C)C(=O)c1ccccc1NC(=O)c1ccccc1Cl | 4.0%
Cc1ccc(C(=O)Nc2ccc(C(C)C)cc2)cc1C | 9.0%
c1ccc2sc(-c3ccc(NCc4ccc5c(c4)OCO5)cc3)nc2c1 | 8.0%
Cc1nc2sc(C(=O)c3ccc(F)cc3)c(N)c2c(C)c1C(=O)Nc1ccccc1 | 13.0%
C=CCN=CC1=C(O)CC(C)(C)CC1=O | 11.0%
COc1cc(-c2ccc(NC(=O)c3cccc(C)c3)c(OC)c2)ccc1NC(=O)c1cccc(C)c1 | 7.0%
CCOC(=O)c1cccc(NC(=O)C(CC(C)C)N2C(=O)c3ccccc3C2=O)c1 (stereo unspecified) | 6.0%
CC(=O)Nc1ccccc1C(=O)N(Cc1ccccc1)Cc1ccccc1 | 3.0%
CC(C)(c1ccccc1)c1ccc(OC(=O)c2ccc(F)cc2)cc1 | 18.0%
CCOC(=O)Cc1cc(OC)c(OC)cc1Cc1cc(OC)c(OC)cc1CC(=O)OCC | 0.0%
Cc1n[nH]c(C)c1Sc1ccccc1N=Cc1cccc(Cl)c1 | 21.0%
CCOc1ccc(-c2cc(C(=O)N3CCN(Cc4ccccc4)CC3)c3ccccc3n2)cc1 | 9.0%
CCOc1cc(/C=N/NC(=O)c2cccs2)ccc1OC(=O)c1ccc(C)cc1 | 23.0%
O=C(Nc1cccc2ccccc12)C(O)(c1ccccc1)c1ccccc1 | 21.0%
O=C(CSc1nc2ccc([N+](=O)[O-])cc2s1)NCCc1ccccc1 | 13.0%
Cc1ccc(-c2ccc(/C=C3\C(=O)NC(=S)N(c4ccccc4F)C3=O)o2)cc1[N+](=O)[O-] | 23.0%
S=c1[nH]nc(COc2ccc(Cl)cc2Cl)n1-c1ccccc1 | 10.0%
O=C(N/N=C/c1cccc2ccccc12)c1ccc([N+](=O)[O-])cc1Cl | 0.0%
COc1cc(NC(=O)COc2ccc(C)cc2)cc(OC)c1 | 4.0%
O=C(NN=C1CCCCC1)C(=O)Nc1ccc(Cl)c(Cl)c1 | 2.0%
Cc1cc([N+](=O)[O-])ccc1-c1ccc(C(=O)NCCCN2CCOCC2)o1 | 0.0%
CC1=C(C#N)C(c2ccc([N+](=O)[O-])cc2)C2=C(CCCC2=O)N1 (stereo unspecified) | 4.0%
COc1cc(OC)cc(C(=O)N2CCN(C(=O)c3ccccc3OC)CC2)c1 | 12.0%
Cc1cc(/C=C(\C#N)C(=O)Nc2ccccc2)c(C)n1-c1sc2c(c1C#N)CCCC2 | 15.0%
CC1(c2ccc3ccccc3c2)C(=O)c2ccccc2C1=O | 15.0%
Cc1onc(-c2ccccc2Cl)c1C(=O)Nc1sc2c(c1C(N)=O)CCCC2 | 26.0%
CN(C)c1ccc(C(=S)N2CCN(c3ccccc3)CC2)cc1 | 8.0%
O=C(NNC(=O)c1ccccc1[N+](=O)[O-])Nc1ccccc1 | 11.0%
Cc1ccc(S(=O)(=O)N2CCN(C3CCCCC3)CC2)cc1 | 2.0%
COC(=O)c1c(NC(=O)c2cccc(Br)c2)sc(C)c1C | 15.0%
Cc1ccc(C(=O)Nc2c(C)ccc3nsnc23)cc1 | 5.0%

Four entries from above, with each value named.
> Cc1onc(-c2ccccc2Cl)c1C(=O)Nc1sc2c(c1C(N)=O)CCCC2
  RNase H inhibition = 26.0%

> CN(C)c1ccc(C(=S)N2CCN(c3ccccc3)CC2)cc1
  RNase H inhibition = 8.0%

> O=C(NNC(=O)c1ccccc1[N+](=O)[O-])Nc1ccccc1
  RNase H inhibition = 11.0%

> Cc1ccc(S(=O)(=O)N2CCN(C3CCCCC3)CC2)cc1
  RNase H inhibition = 2.0%

(listing goes on)
smiles | RNase H inhibition
CS(=O)(=O)N(CC(=O)NCCSc1ccccc1)c1ccc(Cl)c(C(F)(F)F)c1 | 28.0%
O=C(NC(=S)N1CCSCC1)c1ccc(Br)cc1 | 5.0%
CCOC(=O)C1=C(C)N=c2s/c(=C\c3ccc([N+](=O)[O-])o3)c(=O)n2C1c1ccc(C)cc1 (stereo unspecified) | 19.0%
c1ccc(C(=NCCN=C(c2ccccc2)c2ccccc2)c2ccccc2)cc1 | 7.0%
COc1ccccc1NC(=O)c1ccc(CN2CCc3ccccc3C2)cc1 | 34.0%
CCCOC(=O)C1=C(C)NC2=C(C(=O)CC(c3ccccc3)C2)C1c1ccc(OC(C)=O)c(OC)c1 (stereo unspecified) | 4.0%
COc1ccc(N2C(=O)c3ccc(C(=O)Nc4cccc(C(=O)O)c4)cc3C2=O)cc1 | 0.0%
C/C(=N\Nc1nc(-c2sc(N)nc2C)cs1)c1ccc(Cl)c(Cl)c1 | 21.0%
O=C1NC(=O)N(c2ccc(F)cc2)C(=O)/C1=C/c1ccc(N2CCCCCC2)o1 | 15.0%
COc1ccccc1C1Nc2ccccc2NC2=C1C(=O)CC(c1ccc(Cl)cc1)C2 (stereo unspecified) | 15.0%

Next part.
canonical_smiles | RNase H inhibition
COc1cc(F)ccc1S(=O)(=O)n1cnc2ccccc21 | 36.0%
CCOC(=O)c1c2nc3ccccc3nc2n2c1[nH]c(=O)c1c3c(sc12)CCCC3 | 0.0%
CC(=O)OCCC1=CCC2CC1C2(C)C (stereo unspecified) | 9.0%
Cc1cccc(NC(=O)c2cccc(C(=O)Nc3cccc(C)c3)n2)c1 | 6.0%
O=C1/C(=C/Nc2ccccc2NS(=O)(=O)c2ccc([N+](=O)[O-])cc2)CCc2ccccc21 | 7.0%
CCCOc1ccc(C2C(C(=O)OC)=C(C)NC3=C2C(=O)CC(c2ccc(Cl)cc2)C3)cc1OC (stereo unspecified) | 15.0%
Ic1ccc(-c2nc(-c3ccccn3)no2)cc1 | 16.0%
COc1ccc(-c2cc(C(=O)Nc3ccc(Oc4cc(Oc5ccccc5)cc([N+](=O)[O-])c4)cc3)c3ccccc3n2)cc1 | 23.0%
CCOC(=O)CCCC[C@H]1SC[C@@H](NC(=O)OC)[C@H]1NC(=O)OC | 1.0%
CCOC(=O)c1ccc(-n2c(C)cc(/C=C(\C#N)C(=O)Nc3ccc(OC)cc3)c2C)cc1 | 3.0%
O=C1/C(=C\c2ccc(-c3ccccc3[N+](=O)[O-])o2)SC(=S)N1C1CCS(=O)(=O)C1 (stereo unspecified) | 23.0%
CCOC(=O)C1CCCN(S(=O)(=O)c2ccc([N+](=O)[O-])cc2)C1 (stereo unspecified) | 13.0%
Cc1ccccc1OCCCCCN1CCOCC1 | 4.0%
CCOc1ccc(CSC2=NCCN2)cc1Cl | 0.0%
COc1ccc(/C(O)=C2/C(=O)C(=O)N(c3cccc(C(=O)O)c3)C2c2ccccc2)cc1 (stereo unspecified) | 5.0%
CCOC(=O)c1ccc(NC(=O)/C=C/c2ccc(Cl)cc2)cc1 | 6.0%
Cc1c(NS(=O)(=O)c2ccc(F)cc2)cccc1[N+](=O)[O-] | 8.0%
Brc1ccc(-c2nnc3ccc(Nc4ccccc4)nn23)cc1 | 14.0%
COc1ccc(C(=O)O/N=C(\N)c2ccccc2)cc1 | 0.0%
COC(=O)CC1=CC(C)(CC(=O)OC)C(C#N)(C#N)C(N)=C1C#N (stereo unspecified) | 0.0%
NC(=O)SCC(=O)Nc1cccc(Cl)c1 | 11.0%
Cc1ccc2nc(-c3ccc(NC(=S)NC(=O)c4ccc([N+](=O)[O-])cc4)cc3)oc2c1 | 50.0%*
COc1ccc(NC(=O)/C(=C/c2cccs2)NC(=O)c2ccc(C(C)(C)C)cc2)cc1 | 14.0%
CCOc1cc(/C=N/n2c(C)nnc2-n2nc(C)cc2C)cc(Br)c1O | 5.0%
CCOC(=O)C1=C(C)N=c2s/c(=C/c3cc(C)n(-c4ccc(C)cc4)c3C)c(=O)n2C1c1ccc(OC)cc1 (stereo unspecified) | 7.0%
N#C/C(=C\c1c(O)n(-c2c(Cl)cccc2Cl)c2ccccc12)C(N)=NCc1ccccc1 | 10.0%
Cc1ccc(OCC(=O)NC2C3CC4CC(C3)CC2C4)c(Br)c1 (stereo unspecified) | 14.0%
O=C(c1ccco1)N1CCN(C(=O)c2cccs2)CC1 | 21.0%
COc1ccc(C2CC(c3cccs3)=NN2c2nc(-c3ccc(Br)cc3)cs2)cc1OC (stereo unspecified) | 27.0%
Cc1ccc(NC(=O)c2cccc(Cl)c2)cc1Cl | 8.0%
O=[N+]([O-])c1ccccc1N/N=C/c1ccc2ccccc2c1 | 4.0%
CCOC(=O)c1c(NC(=O)/C=C/c2ccccc2)sc(C)c1C | 30.0%
COc1cc(C)c(CN2CCC(N3CCCCC3)CC2)cc1C | 11.0%
CC(=O)c1ccc(NS(=O)(=O)Cc2ccccc2)cc1 | 3.0%
Nc1nnc(COc2ccccc2)s1 | 0.0%
CCOc1ccc(C(=O)Nc2cccc(-c3nc4ccccc4o3)c2)cc1Cl | 13.0%
COc1ccccc1NC(=O)/C(=C/c1ccc(N(C)C)cc1)NC(=O)c1ccccc1 | 8.0%
O=C(O)c1ccc2c(c1)C(=O)N(c1cccc(C(=O)Nc3cccc(O)c3)c1)C2=O | 8.0%
CCCC(C)C(=O)NCc1ccccn1 (stereo unspecified) | 0.0%
COc1cc([N+](=O)[O-])ccc1NC(=O)/C=C\c1ccc(Cl)cc1 | 41.0%
CCNC(=O)N1c2ccc(OC)cc2C(C)=CC1(C)C | 0.0%
Cc1ccc(C)c(S(=O)(=O)Oc2ccc(Cl)c3cccnc23)c1 | 37.0%
CCCOC(=O)C1=C(C)NC(=O)NC1c1ccccc1OCc1ccccc1 (stereo unspecified) | 11.0%
O=C(NCCCc1ccccc1)c1cccc2ccccc12 | 15.0%
O=C(c1ccc(Cl)cc1Cl)N1CCN(c2ccc([N+](=O)[O-])cc2)CC1 | 7.0%
COc1ccc(S(=O)(=O)N2CCN(Cc3cc(OC)c(OC)c(OC)c3)CC2)cc1 | 6.0%
Cc1c(NC(=O)c2cc([N+](=O)[O-])ccc2Cl)cccc1-c1nc2ccccc2o1 | 22.0%
CCc1nnc(NC(=O)CC(c2ccccc2)c2ccccc2)s1 | 3.0%
COc1ccc(OCCCCOc2ccccc2)cc1 | 2.0%
CCOc1cc(/C=C(/C#N)C(N)=O)cc(Br)c1O | 1.0%

The results go on.
canonical_smiles | RNase H inhibition
COc1ccc(Cc2nnc(NC(=O)Nc3ccccc3)s2)cc1 | 8.0%
O=C(Nc1ccccc1)c1cccc(Cl)c1 | 10.0%
COc1cc(C)ccc1OCCCCOc1cccc(Cl)c1Cl | 27.0%
CCCCSc1nc2c(c(=O)n1C1CCCCC1)C1(CCCCC1)Cc1ccccc1-2 | 2.0%
O=C(Nc1ccc(Cl)c(Cl)c1)Nc1nnc(COc2ccc([N+](=O)[O-])cc2)s1 | 14.0%
Cc1ccc(Nc2nc(-c3ccc(Br)cc3)cs2)cc1Cl | 19.0%
Cc1ccc(C(C)C)c(OCCNC(=O)c2ccccc2Cl)c1 | 6.0%
Clc1ccccc1CSc1nnc2c3ccccc3n(CCc3ccccc3)c2n1 | 9.0%
COc1cc(C2Nc3ccccc3C(=O)N2c2ccc(Cl)cc2)ccc1O (stereo unspecified) | 10.0%
COc1ccc(C(=O)N2CCN(c3ccc([N+](=O)[O-])cc3)CC2)cc1Cl | 19.0%
CC(=O)Nc1ccc(-c2ccc(NC(C)=O)c(Cl)c2)cc1Cl | 10.0%
O=S(=O)(Nc1ccc(SC(F)F)cc1)c1cccc2cccnc12 | 11.0%
CCCCOCP(=O)(CCCC)COCCCC | 13.0%
C#CCOc1ccc(/C=C(/C#N)C(=O)Nc2cccc(Br)c2)cc1OC | 10.0%
OCC(CO)(CO)N=Cc1cc(Br)ccc1O | 12.0%
COC(=O)c1ccc(NC(=O)C2(C)CC3c4ccccc4C2c2ccccc23)cc1 (stereo unspecified) | 13.0%

Random excerpt: 4 records from the list, in no set order.
canonical_smiles | RNase H inhibition
CCCCOCP(=O)(CCCC)COCCCC | 13.0%
COc1cc(C)ccc1OCCCCOc1cccc(Cl)c1Cl | 27.0%
COc1ccc(Cc2nnc(NC(=O)Nc3ccccc3)s2)cc1 | 8.0%
CC(=O)Nc1ccc(-c2ccc(NC(C)=O)c(Cl)c2)cc1Cl | 10.0%
